Screening results from PubChem BioAssay.
Pf Dd2 growth = blocks growth of Plasmodium falciparum Dd2 parasites; P. falciparum Dd2 growth, SYBR Green, 72 h; active compounds read low; hit rate 2.3% among 94,000; AID 1159554; activity change, % at 10 µM; in the data active = activity change below about -80%
C diff HTS = C. difficile growth inhibition | Clostridium difficile clinical isolate growth, OD600, 24 h; active compounds read low | growth activity, negative = inhibition, % at 16 µg/mL (by protocol) | hit rate 0.25% among 86,000;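 active = mean growth activity at or below -80% and every replicate also at or below -80%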;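 note: 0% = DMSO wells and -100% = levofloxacin 16 µg/mL wells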
Tcruzi prolif = blocks T. cruzi growth in NIH3T3 culture; T. cruzi beta-gal in NIH3T3, GalScreen luminescence, 90 h; inhibition, % at 8.34 µM; hit rate 5.9% among 77,000; AID 624255;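 active = mean inhibition above about 93%, with at least 55% of replicates each passing it, limit read from the data, passing the limit was not always enough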
KDM4C inh = KDM4C (human) demethylase inhibition; Q9H3R0; GST-KDM4C 2-372, H3K9me3 peptide, LANCE TR-FRET; inhibition, % at 12.5 µM; hit rate 0.15% among 96,000;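 active = mean replicate inhibition above about 25%, with at least 55% of replicates also reaching it, limit read from the data, passing the limit was not always enough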
Target sequence (Q9H3R0 2-372 limits assumed): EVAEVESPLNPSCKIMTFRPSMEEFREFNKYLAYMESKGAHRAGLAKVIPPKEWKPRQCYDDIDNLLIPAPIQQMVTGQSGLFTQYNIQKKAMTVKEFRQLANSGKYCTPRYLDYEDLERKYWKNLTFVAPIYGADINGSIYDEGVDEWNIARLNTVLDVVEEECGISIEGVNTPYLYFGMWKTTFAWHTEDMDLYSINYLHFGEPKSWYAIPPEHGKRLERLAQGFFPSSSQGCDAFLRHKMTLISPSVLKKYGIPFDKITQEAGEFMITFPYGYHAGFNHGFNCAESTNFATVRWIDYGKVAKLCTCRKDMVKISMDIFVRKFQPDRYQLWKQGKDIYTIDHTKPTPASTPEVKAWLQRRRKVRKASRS
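Compound: one test concentration per compound; Material: GST-GASC-1 enzyme fragment 2-372; Amount: GASC-1 enzyme at 10 nM final in reaction; Also added: H3K9me3 peptide substrate, Fe(II), 2-oxoglutarate; Technique: LANCE TR-FRET; Times: 30 min demethylation and 1 h detection at room temperature.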
The depositor's hits bear a star; nt = not tested or not shown; & = joins results of further samples. Compounds were not picked by outcome, and some 6.8% of all compounds hit somewhere here.

A first look, 5 compounds:
SMILES	Pf Dd2 growth	C diff HTS	Tcruzi prolif	KDM4C inh
COCC#Cc1ccc([C@@H]2[C@H]3CN(C(=O)Nc4ccc(F)cc4)CC(=O)N3[C@H]2CO)cc1	23	-8	nt	-0.6
COCCNC(=O)[C@@H]1[C@@H](CO)[C@@H]2Cn3c(ccc(C4=CCCCC4)c3=O)[C@H]1N2C(=O)C1CCCC1	39	-4	nt	0.8
Cc1noc(C)c1S(=O)(=O)N(C)C[C@H]1Oc2ccc(NC(=O)Nc3ccc(C(F)(F)F)cc3)cc2CC(=O)N([C@@H](C)CO)C[C@@H]1C	-6	-10	23	-0.2
O=C(Nc1ccc(F)cc1)N1CC(=O)N2[C@H](C1)[C@@H](c1ccc(-c3cccc(F)c3)cc1)[C@@H]2CO	7	-12	nt	5.0
Cc1ccc(S(=O)(=O)Nc2cccc3c2O[C@@H](CN(C)C(=O)Nc2ccc4c(c2)OCO4)[C@H](C)CN([C@@H](C)CO)C3=O)cc1	11	-6	94	1.0

All compounds of this part, repeating the preview:
SMILES	Pf Dd2 growth	C diff HTS	Tcruzi prolif	KDM4C inh
COCC#Cc1ccc([C@@H]2[C@H]3CN(C(=O)Nc4ccc(F)cc4)CC(=O)N3[C@H]2CO)cc1	23	-8	nt	-0.6
COCCNC(=O)[C@@H]1[C@@H](CO)[C@@H]2Cn3c(ccc(C4=CCCCC4)c3=O)[C@H]1N2C(=O)C1CCCC1	39	-4	nt	0.8
Cc1noc(C)c1S(=O)(=O)N(C)C[C@H]1Oc2ccc(NC(=O)Nc3ccc(C(F)(F)F)cc3)cc2CC(=O)N([C@@H](C)CO)C[C@@H]1C	-6	-10	23	-0.2
O=C(Nc1ccc(F)cc1)N1CC(=O)N2[C@H](C1)[C@@H](c1ccc(-c3cccc(F)c3)cc1)[C@@H]2CO	7	-12	nt	5.0
Cc1ccc(S(=O)(=O)Nc2cccc3c2O[C@@H](CN(C)C(=O)Nc2ccc4c(c2)OCO4)[C@H](C)CN([C@@H](C)CO)C3=O)cc1	11	-6	94	1.0
COc1ccc(S(=O)(=O)N(C)C[C@@H]2Oc3c(NS(=O)(=O)c4cccs4)cccc3C(=O)N([C@H](C)CO)C[C@@H]2C)cc1	-6	-15	nt	-1.1
C[C@H](NC(=O)C[C@H]1C[C@@H]2c3cc(NC(=O)C4CCC4)ccc3O[C@@H]2[C@H](CO)O1)c1ccccc1	-10	-3	-18	-1.2
Cc1ccc(S(=O)(=O)Nc2ccc3c(c2)C(=O)N([C@@H](C)CO)C[C@@H](C)[C@@H](CN(C)S(=O)(=O)c2ccc(Cl)cc2)OCCCC[C@@H](C)O3)cc1	-69	-5	47	0.9
O=C(N[C@@H]1CC[C@H](CCn2cc(C3(O)CCCC3)nn2)O[C@@H]1CO)C1CCCC1	-8	-2	nt	0.9
COc1ccccc1C#Cc1ccc2c(c1)[C@H]1[C@H](CCN1C(=O)CN1CCOCC1)[C@H](CO)N2	-20	7	63	-0.7
COc1ccc(CN(C)C[C@H]2Oc3ccc(NS(=O)(=O)c4ccc(C)cc4)cc3C(=O)N([C@@H](C)CO)C[C@@H]2C)cc1	-8	3	60	5.7
Cc1noc(C)c1NC(=O)N(C)C[C@@H]1OCCCC[C@H](C)Oc2ccc(NC(=O)NC(C)C)cc2C(=O)N([C@@H](C)CO)C[C@@H]1C	-33	2	nt	1.6
Cc1ccc(S(=O)(=O)Nc2cccc3c2O[C@@H](CN(C)Cc2ccccc2)[C@H](C)CN([C@H](C)CO)C3=O)cc1	-1	7	35	1.8
CN(C)CC(=O)N1CCCCN2[C@@H](CO)[C@@H](c3ccc(-c4ccccc4)cc3)[C@@H]2C1	-10	0	82	-0.3
CO[C@H]1CN(C)C(=O)c2cc(NC(=O)C3CC3)ccc2OC[C@H](C)N(CC2CCCC2)C[C@@H]1C	-39	13	-6	1.0
C[C@@H]1CN([C@H](C)CO)C(=O)Cc2cc(NC(=O)C3CC3)ccc2O[C@H]1CN(C)Cc1ccc2c(c1)OCO2	-15	-3	70	0.2
CCC(=O)N1CC2(CCN(C(=O)Nc3c(C)noc3C)CC2)c2c([nH]c3cc(OC)ccc23)[C@H]1CO	2	-2	nt	12
N#C[C@@H]1[C@H](c2ccccc2C2=CCCCC2)[C@H](CO)N1C(=O)Nc1ccccc1F	-21	1	nt	0.4
C[C@@H]1CN([C@H](C)CO)C(=O)c2cc(C3=CCCCC3)cnc2O[C@H]1CN(C)C(=O)C1CCOCC1	29	-4	62	1.2
CCCC(=O)Nc1ccc2c(c1)C(=O)N(C)C[C@@H](OC)[C@@H](C)CN(S(=O)(=O)c1cn(C)cn1)[C@H](C)CO2	18	nt	9	-0.9
Cc1cccc(NC(=O)Nc2ccc3c(c2)C(=O)N(C)[C@H]2CC[C@@H](CC(=O)NCc4ccccc4Cl)O[C@@H]2CO3)c1	-9	-5	-8	-4.6
COc1ccc(NC(=O)N(C)C[C@H]2Oc3ccc(NS(C)(=O)=O)cc3C(=O)N([C@H](C)CO)C[C@@H]2C)cc1	-3	nt	103	nt
CO[C@H]1CN(C)C(=O)c2cc(NS(C)(=O)=O)ccc2OC[C@@H](C)N(C(=O)C2CCCCC2)C[C@@H]1C	nt	nt	29	0.2
CNC[C@@H]1Oc2cc(C#C[C@H](C)O)ccc2S(=O)(=O)N([C@H](C)CO)C[C@H]1C	-73	-2	-9	-0.7
C[C@@H]1CN([C@@H](C)CO)C(=O)Cc2cc(NS(=O)(=O)c3ccc(Cl)cc3)ccc2O[C@@H]1CN(C)S(=O)(=O)c1ccc(Cl)cc1	-33	3	89	-4.1
CC(=O)N1CC(=O)N2[C@H](CO)[C@@H](c3ccc(-c4ccncc4)cc3)[C@@H]2C1	32	-4	nt	-2.4
C[C@@H]1CN([C@H](C)CO)S(=O)(=O)c2ccc(C#Cc3ccncc3)cc2O[C@H]1CN(C)C(=O)c1ccncc1	-9	-3	57	-0.7
COc1ccc(NC(=O)Nc2ccc3c(c2)C(=O)N([C@@H](C)CO)C[C@@H](C)[C@@H](CN(C)C(=O)CCCN(C)C)OCCCC[C@@H](C)O3)cc1	28	1	16	2.5
CCCC(=O)N1CC2(C1)CN(C(=O)c1ccc(F)cc1)[C@H](CO)c1[nH]c3cc(OC)ccc3c12	-35	-2	nt	0.1
CCCNC(=O)N(C)C[C@H]1Oc2cc(-c3cccnc3)ccc2S(=O)(=O)N([C@H](C)CO)C[C@@H]1C	46	0	-25	3.8
C[C@@H]1CN([C@H](C)CO)C(=O)c2cc(NS(=O)(=O)c3ccccc3)ccc2O[C@@H](C)CCCCO[C@@H]1CN(C)C(=O)NC1CCCCC1	-66	9	90	-0.1
C[C@@H]1CN([C@@H](C)CO)C(=O)Cc2cc(N(C)C)ccc2O[C@@H]1CN(C)C(=O)Nc1ccc(F)cc1	4	-3	nt	0.5
C[C@H]1CCCCO[C@H](CN(C)C(=O)Cc2ccccc2)[C@@H](C)CN([C@@H](C)CO)C(=O)c2cc(NS(=O)(=O)c3ccc(F)cc3)ccc2O1	-44	-8	47	-2.0
C[C@@H]1CN([C@H](C)CO)C(=O)Cc2cc(NC(=O)Nc3ccc(F)cc3)ccc2O[C@H]1CN(C)Cc1ccc(-c2ccccc2)cc1	1	5	85	-0.9
C[C@@H]1CN([C@@H](C)CO)C(=O)Cc2cc(NS(=O)(=O)c3ccc(Cl)cc3)ccc2O[C@@H]1CN(C)C(=O)Nc1ccc2c(c1)OCO2	1	nt	17	-2.2
CC(C)C#Cc1cnc2c(c1)C(=O)N([C@@H](C)CO)C[C@H](C)[C@H](CN(C)C(=O)Nc1ccccc1F)O2	-19	nt	31	0.3
O=C(c1ccccn1)N1CC[C@H]2[C@H](CO)Nc3ccc(Br)cc3[C@H]21	14	13	10	-0.5
CO[C@@H]1CC[C@H]2CCN(C)C(=O)CCCN(C)C(=O)c3cc(C#N)ccc3OC[C@H]1O2	nt	-4	-30	2.0
O=C(C[C@@H]1CC[C@H](NC(=O)c2ccc3c(c2)OCO3)[C@@H](CO)O1)NCc1ccc(F)cc1	1	0	37	-1.3
C[C@@H]1CN([C@H](C)CO)C(=O)Cc2cc(NC(=O)Nc3ccc4c(c3)OCO4)ccc2O[C@@H]1CN(C)C(=O)NC1CCCCC1	7	-2	42	0.4
CCCNC(=O)N1C[C@H](C)[C@@H](OC)CN(C)C(=O)c2cc(NS(=O)(=O)CC)ccc2OC[C@@H]1C	nt	-3	28	0.7
C[C@@H]1CN([C@H](C)CO)S(=O)(=O)c2ccc(C#CCN(C)C)cc2O[C@H]1CN(C)S(C)(=O)=O	nt	11	31	1.3
COc1ccccc1-c1ccc([C@H]2[C@H](CO)N3CCCCN(S(=O)(=O)c4cn(C)cn4)C[C@@H]23)cc1	26	-6	23	0.1
O=C(CN1CCOCC1)NC[C@@H]1[C@@H](c2ccccc2)[C@@H](CO)N1CC1CC1	13	-4	nt	1.3
CCC(=O)Nc1ccc2c(c1)C(=O)N(C)[C@H]1CC[C@H](CC(=O)NC3CCCC3)O[C@@H]1CO2	-13	-2	14	1.2
CCN(C[C@H]1[C@H](c2ccccc2)[C@@H](CO)N1C(=O)COC)S(C)(=O)=O	-11	0	75	-2.0
CCCC(=O)N1CCC2(CC1)CN(C(=O)C1CCCCC1)[C@@H](CO)c1[nH]c3cc(OC)ccc3c12	-78	-5	nt	-0.2
Cc1ccc(S(=O)(=O)N[C@H]2C=C[C@H](CC(=O)NCc3ccncn3)O[C@H]2CO)cc1	37	5	38	1.3
Cc1noc(C)c1NC(=O)N(C)C[C@H]1Oc2c(NC(=O)Nc3ccccc3)cccc2C(=O)N([C@H](C)CO)C[C@H]1C	12	nt	21	-0.8
C[C@H]1CN([C@@H](C)CO)S(=O)(=O)c2ccc(C3=CCCCC3)cc2O[C@H]1CN(C)CC1CC1	-69	nt	31	1.8

Arranged by formula weight (highest first): part of the list above
SMILES	Pf Dd2 growth	C diff HTS	Tcruzi prolif	KDM4C inh
COc1ccccc1-c1ccc([C@H]2[C@H](CO)N3CCCCN(S(=O)(=O)c4cn(C)cn4)C[C@@H]23)cc1	26	-6	23	0.1
C[C@@H]1CN([C@H](C)CO)S(=O)(=O)c2ccc(C#CCN(C)C)cc2O[C@H]1CN(C)S(C)(=O)=O	nt	11	31	1.3
O=C(CN1CCOCC1)NC[C@@H]1[C@@H](c2ccccc2)[C@@H](CO)N1CC1CC1	13	-4	nt	1.3

Carrying on.
SMILES	Pf Dd2 growth	C diff HTS	Tcruzi prolif	KDM4C inh
C[C@H](CO)N1C[C@H](C)[C@H](CN(C)Cc2ccc(C(F)(F)F)cc2)Oc2c(NC(=O)c3nc4ccccc4s3)cccc2C1=O	-87*	nt	97*	-0.7
COc1ccc(CN(C)C[C@H]2Oc3ccc(NC(=O)Nc4c(C)noc4C)cc3C(=O)N([C@@H](C)CO)C[C@H]2C)cc1	5	3	47	0.5
O=C1CN(S(=O)(=O)c2ccccc2)C[C@H]2[C@@H](c3ccc(Br)cc3)[C@H](CO)N12	-9	47	nt	-1.5
CC(C)C[C@@H]1COCn2nncc2CCCC(=O)N1	nt	-5	nt	2.0
C[C@H](CO)N1C[C@H](C)[C@@H](CN(C)Cc2ccncc2)Oc2ccc(NC(=O)Nc3cccc4ccccc34)cc2CC1=O	-20	-10	17	1.9
C[C@@H]1CCCCO[C@@H](CN(C)Cc2ccc(C(F)(F)F)cc2)[C@@H](C)CN([C@H](C)CO)C(=O)c2cc(NC(=O)Nc3ccc(F)cc3)ccc2O1	62	nt	102*	-0.9
Cc1ccccc1-c1ccc([C@H]2[C@@H](CO)N3CCCCN(CC4CC4)C[C@H]23)cc1	-41	7	81	-1.1
C[C@@H]1CN([C@H](C)CO)C(=O)c2cc(NC(=O)Nc3cccc4ccccc34)ccc2O[C@@H]1CN(C)Cc1ccccc1	5	3	75	-0.3
C[C@@H]1CN([C@H](C)CO)C(=O)c2cc(C#Cc3ccc(F)cc3)cnc2O[C@H]1CN(C)C(=O)c1ccccc1F	-32	-1	35	0.2
C[C@@H]1CN([C@@H](C)CO)C(=O)c2cccc(NC(=O)c3ccc(-c4nccs4)cc3)c2O[C@H]1CN(C)Cc1ccc2c(c1)OCO2	-74	-3	5	-1.3
CN(C)C(=O)C[C@@H]1CC[C@@H]2[C@H](COC[C@@H](O)CN2CC2CCCCC2)O1	38	-2&-7	-18	2.0
C[C@@H]1CCCCO[C@H](CN(C)C(=O)Nc2ccc(F)cc2)[C@H](C)CN([C@@H](C)CO)C(=O)c2cc(NC(=O)Nc3ccccc3)ccc2O1	-49	0	92	-0.3
O=C(CC1CC1)N1CC(=O)N2[C@@H](CO)[C@@H](c3ccc(-c4cccnc4)cc3)[C@@H]2C1	32	-10	nt	-3.0
Cc1ccc(S(=O)(=O)NCC[C@H]2CC[C@@H](NC(=O)Nc3ccccc3F)[C@H](CO)O2)cc1	-7	1	-4	0.5
CCCC(=O)N1CC2(CCN(S(C)(=O)=O)CC2)c2c([nH]c3cc(OC)ccc23)[C@H]1CO	21	0	nt	3.5
C[C@@H]1CCCCO[C@H](CN(C)Cc2ccncc2)[C@@H](C)CN([C@@H](C)CO)C(=O)c2cc(NS(=O)(=O)c3cn(C)cn3)ccc2O1	-1	-7	-21	7.8
COc1cc(CN2[C@@H]3CNC[C@H]2C3c2ccc(-c3cccc(C)c3)cc2)cc(OC)c1 (stereo partly drawn)	-2	50	nt	-0.6
COc1ccccc1NC(=O)N1CC(=O)N2[C@H](C1)[C@H](c1ccc(C#Cc3ccc(F)cc3)cc1)[C@@H]2CO	16	6	nt	-0.2
